Screens from PubChem BioAssay.
DRD3 agonist – D3 dopamine receptor (human) agonism. P35462. D3R DiscoveRx beta-arrestin cells, luminescence, 90 min. max activation, %. hit rate 0.58% among 410,000. AID 652048; in the data active means max activation above about 30%; further: 0% is about no effect; mostly tested at two doses, the higher about 12 µM
Target sequence (P35462 whole entry, looked up): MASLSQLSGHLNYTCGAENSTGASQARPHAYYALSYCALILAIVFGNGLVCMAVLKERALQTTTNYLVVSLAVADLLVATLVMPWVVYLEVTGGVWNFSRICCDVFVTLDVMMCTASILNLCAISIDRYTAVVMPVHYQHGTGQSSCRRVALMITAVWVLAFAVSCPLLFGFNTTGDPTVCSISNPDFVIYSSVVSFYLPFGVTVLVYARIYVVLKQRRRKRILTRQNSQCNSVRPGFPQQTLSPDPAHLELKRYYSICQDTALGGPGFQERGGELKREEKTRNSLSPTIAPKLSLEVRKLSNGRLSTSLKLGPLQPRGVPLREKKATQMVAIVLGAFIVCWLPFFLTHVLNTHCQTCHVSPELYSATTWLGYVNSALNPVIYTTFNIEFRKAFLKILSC
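Agonist-mode cell screen: cells plated at 1500/well and incubated overnight at 37 °C, then exposed to library compounds for 90 min at 37 °C. Detection reagent was added for 30–60 min at room temperature, and luminescence was read.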
FUS yeast rescue – suppressors of FUS proteinopathy in yeast; hit rate 0.24% among 390,000; Potency, µM (titrated, usually from 76.6 µM), for the others: top-dose growth rescue (activation), usual class: activators; AID 1347120; S. cerevisiae FUS-expressing, growth rescue, OD600, 24 h;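 further: potency means the concentration at half of the fitted maximal effect; plate controls were DMSO vehicle for no effect and reference control for full effect; nearly all actives have a fitted effect of over 55% in size; some results filed as inactive show a strong effect at the top dose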
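Restored growth of FUS-toxic S. cerevisiae, read as 600 nm absorbance after 24 h at 30C in galactose medium (starting OD 0.005). Controls CP55940 and DMSO.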
TDP43 rescue – TDP-43 toxicity inhibition in yeast | TDP-43 expressing yeast growth rescue, BacTiter-Glo, 24 h | Potency, µM (series often up to 46.1 µM), for inactives: at the highest dose growth rescue (activation), most hits filed as activators | hit rate 1.8% among 410,000 | AID 652104; further: potency means the concentration at half of the fitted maximal effect; % of control where 0% means no effect; nearly all actives have a fitted effect of over 50% in size
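Galactose-induced TDP-43 yeast, OD600=0.02, compound pinned; 24 hr, 30 deg C; BacTiter-Glo luminescence for growth. Inhibitors of TDP-43 toxicity read as activators.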
DRD3 antagonist – antagonists of human D3 dopamine receptor; P35462; D3R cells, DiscoveRx beta-arrestin luminescence, antagonist mode; stronger effect = lower value; max response, negative = inhibition, %; hit rate 2.5% among 360,000; AID 652054; in the data active means max response below about -50%; inconclusive means no clear call, values can overlap the other calls; further: on the % scale 0 is the no-effect control and ±100 the full control effect; mostly tested at two doses, the higher about 12 µM
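Cells plated overnight at 1500 cells/well, then exposed to library compounds with dopamine controls for 90 minutes at 37 degrees C. DiscoveRx reagent added for 30–60 minutes at room temperature; luminescence read, quantitative HTS format.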
EPAC2 antagonist – antagonists of human EPAC2; Q8WZA2; EPAC2 GEF exchange of Rap1B-BODIPY-GDP, fluorescence; Potency, µM (top dose mostly 114 µM), for the others: at the highest dose activity, negative = inhibition, usual class: inhibitors; hit rate 0.18% among 360,000; further: potency means the concentration at half of the fitted maximal effect; on the % scale 0 is the no-effect control and ±100 the full control effect; nearly all actives have a fitted effect of over 45% in size; many of its hits are not listed in these tables
aSyn yeast inh – alpha-synuclein toxicity inhibition in yeast; Yeast expressing alpha-synuclein, growth rescue, BacTiter-Glo, 24 h; hit rate 0.14% among 370,000; Potency, µM (titrated, usually from 46.1 µM), without a hit: top-dose growth rescue (activation), hits mostly activators; AID 652106; further: potency means the concentration at half of the fitted maximal effect; % of control where 0% means no effect; nearly all actives have a fitted effect of over 65% in size
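Screening used galactose-induced yeast with toxic alpha-synuclein levels, exposed to compound for 24 hr at 30 deg C. Cell growth, read with BacTiter-Glo luminescence, gave the measured signal.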
EPAC2 ag – agonists of human EPAC2 (RAPGEF4); Potency, µM (top dose mostly 154 µM), inactives show at the top dose activation, hits mostly activators; EPAC2 activation, biochemical qHTS; response scale: 100% = 6.5 mM cAMP response; hit rate 0.079% among 360,000; AID 720711; Q8WZA2; further: potency means the concentration at half of the fitted maximal effect; nearly all actives have a fitted effect of over 50% in size
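Setup: EPAC2 100 nM, labeled Rap1B complex 250 nM, free GDP 50 uM. Compound titrations pinned in, brief spin, 5 min room temperature incubation. Kinetic fluorescence read over 30 min, normalized to 6.5 mM cAMP.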
Abeta yeast res – A-beta toxicity reversal in yeast | hit rate 0.063% among 410,000 | Potency, µM (top dose mostly 46.1 µM), for the others: at the highest dose growth rescue, hits mostly activators | yeast expressing A-beta42, growth rescue, OD600, 48 h; response scale: 0% DMSO, 100% iron-clioquinol control; further: potency means the concentration at half of the fitted maximal effect; nearly all actives have a fitted effect of over 55% in size
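Yeast A-beta toxicity model in growth medium with pinned compounds, 48 h at 30 C; growth read as absorbance at 600 nm. Normalized to FeCl3/clioquinol equimolar mix (positive) and DMSO (negative).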
Numbers without * were called inactive; ? = inconclusive; / = not tested or not shown; & = joins results of further samples; ! = repeats disagree; [ ] = another dose, or the depositor's remark. Unless noted, the call rests on the fitted dose curve; in most records, active means well fitted curve in the direction sought with a large enough effect; inconclusive means small, poorly fitted or top-dose-only effect, or another doubt; inactive means no such curve, though single readings can be large; an effect the other way counts as inactive or inconclusive.

Second line of a record – FUS yeast rescue, TDP43 rescue, EPAC2 ag, aSyn yeast inh, EPAC2 antagonist, Abeta yeast res, DRD3 antagonist, DRD3 agonist
> CCC(CC)c1nnc(NC(=O)Oc2ccccc2)s1
    24%, -15%, 3%, 3%, 11%, -12%, -69*, -3
> O=C(COC(=O)C1CCC1)c1c[nH]c2ccccc12
    9%, -2%, 8%, 0%, -4%, 12%, -8, 6
> Cn1cccc1C(C#N)c1ncc(C(F)(F)F)cc1Cl (stereo not given)
    9%, -3%, 9%, 4%, -6%, -2%, ?, -4
> Cc1cccnc1NC(=O)CNC(=O)c1ccccc1
    -8%, 10%, 4%, 1%[1.84 µM], 3%, 4%, 5, 5
> CSCCC(NC(=O)c1ccccc1Cl)C(=O)NCC(c1ccc(F)cc1)N1CCOCC1 (stereo not given)
    2%, 11%, 2%, 7%, 7%, 2%, -11, 6
> CC(C)COP(=O)(OCC(C)C)C(O)c1ccc(F)cc1 (stereo not given)
    /, 11%, -2%, 3%, 9%, 7%, -1, -4
> O=C(NC1CCCCCC1)c1c(O)c2ccccc2[nH]c1=O
    4%, -39%[inhibitor], 11%, 11%, 3%, -12%, 1, 0
> Cc1ccc(NC(=O)c2oc3ccccc3c2NC(=O)c2ccccc2C)cc1
    -24%, 12%, /, /, /, 2%, /, 2
> CCOC(=O)NC(=O)C(=CNc1cccc(C)c1)C(=O)NC(=O)OCC
    -11%, 2%, 13%, 5%, 4%, -12%, 5, 6
> CCOc1cccc2cc(C(C)=O)oc12
    -16%, 17%, -2%, 5%, 5%, -2%, -29, 2
> C=CCn1c(CCC)nc2ccccc21
    1%, -2%, 1%, -1%, -3%, -1%, -9, -7
> O=C(CCN1C(=O)[C@H]2CC=CC[C@H]2C1=O)NCc1nc(-c2ccc(Cl)cc2)no1
    22%, 4%, 2%, -3%, 4%, 2%, 2, 4
> COCC(=O)Nc1ccc([N+](=O)[O-])cc1C
    /, 8%, 5%, 3%, 11%, 29%, 6, 2
> CN(CC(=O)Nc1cccnc1Cl)S(=O)(=O)c1ccc(Cl)cc1
    -8%, 15%, -8%, 9%, -1%, -11%, 18, 0
> CC(C)C(OC(=O)c1cc2c(s1)CCCCC2)C(=O)NC(N)=O (stereo not given)
    /, 30%, -4%, 6%, -1%, 11%, -9, 2
> Cc1ccc2[nH]c(CSc3nnc(C)s3)cc(=O)c2c1
    -9%, 18%, /, /, /, -3%, /, 3
> CC[C@@]1(C(=O)OC)N[C@H](CN(C)C(=O)NC(C)C)[C@@H]2C(=O)N(C)C(=O)[C@@H]21
    -15%, 24%, 12%, 3%, -1%, 8%, 2, 14
> CCN(CC)c1ccc(C=Nc2cc(C)cc(C)c2)c(O)c1
    -1%, 8%, 4%, 5%, -2%, -3%, 1, -3
> Cc1cccc(NC(=O)C2CCCN2S(=O)(=O)c2ccc3c(c2)n(C)c(=O)c(=O)n3C)c1 (stereo not given)
    6%&-11%, -22%&-14%, 0%, -22%, 9%, -10%&-19%, -13, -6&-15
> O=C(CCC(=O)OCC(=O)c1ccc(C(F)(F)F)cc1)OCC(=O)c1ccc(C(F)(F)F)cc1
    13%, -8%, 8%, -1%, 3%, -1%, -15, -7
> Cc1ccc(NS(=O)(=O)c2ccc3c(c2)oc(=O)n3C)cc1C
    -1%, -3%, 4%, 7%, 1%, 4%, -5, 9
> COc1cccc2oc3cc(C#Cc4ccccn4)ccc3c(=O)c12
    23%, ?, 7%, -13%, 6%, -53%[inhibitor], 39, 23
> O=C(Cc1n[nH]c(=O)c2ccccc12)NCc1ccccn1
    0%, -3%, 2%, -4%, -2%, 9%, 17, 0
> O=C1CSC2(N1)C1CC3CC(C1)CC2C3 (stereo not given)
    22%, -7%, 6%, ?, 3%, 8%, ?, -10
> Cc1ccc(N2CC(C(=O)NCc3cccs3)CC2=O)cc1 (stereo not given)
    17%, -12%, 6%, 0%, -10%, 14%, -10, 1
> CCN(CC)C(=O)CSc1nc2cccnc2n1-c1ccccc1OC
    -5%, -2%, -3%, 1%, 2%, 1%, -4, 8
> CCCn1c(CCC(=O)O)ccc1-c1ccccc1
    -8%, 4%, 9%, 12%, 7%, 2%, 3, 8
> CCc1ccc(CCC(=O)Nc2ccc(S(N)(=O)=O)cc2)o1
    9%, -13%, 1%, 1%, 2%, -1%, -3, 3
> CC1CCCCN1CC(=O)Nc1sccc1C#N (stereo not given)
    ?, -13%, 4%, -1%, -7%, 9%, -11, -2
> CCn1cc2nc(SCC(=O)Nc3ccc(C)cc3C)n(Cc3ccc(C)cc3)c(=O)c2n1
    19%, ?, /, /, /, 9%, /, -21
> CCO[C@H]1OC(C(N)=O)=C[C@@H](c2ccccc2)[C@@H]1CCCO
    -12%, 4%, -2%, 3%, 13%, 12%, 3, 12
> O=c1cc(-c2ccc(C(F)(F)F)cc2)oc2ccccc12
    -26%, ?, -8%, -57%[inhibitor], 0%, -3%, 15, 12
> COc1ccc2cc3[n+](cc2c1O)CCc1cc2c(cc1-3)OCO2
    32%, -11%, 19%, -12%, 89µM*, -10%, 1, -2
> COc1cccc(C2=NOC(C(=O)NCc3ccco3)C2)c1 (stereo not given)
    /, 19%, -12%, 1%, -1%, 25%, -3, -12
> COc1ccccc1NC(=O)Cn1c(=O)n(CCc2ccccc2)c(=O)c2sc3ccccc3c21
    -13%, -20%, /, /, /, -16%, /, -25
> O=S(=O)(NCC(c1cccnc1)N1CCN(c2ccccc2)CC1)c1cccs1 (stereo not given)
    20%, 9%, -6%, 5%, 12%[57.1 µM], 12%, 0, -2
> COC(=O)c1ccc(Nc2ncnc3c2nc2n3CCCC2)cc1
    -1%, ?, /, /, /, -26%, /, 1
> CCn1c(C)cc(C(=O)CSc2nnc(C3CC3)n2C2CC2)c1C
    -12%, 17%, 6%, 1%, 11%, 0%, 15, -1
> COc1ccc(C(=O)NCc2ncccc2C)cc1OC1CCN(C(C)=O)CC1
    /, -17%, -5%, 9%, 9%, -7%, 20, 2
> CCOc1ccccc1C(=O)Nc1ccc(-n2nncc2C(C)(C)C)cc1
    2%, -2%, 1%, -2%, -5%, 2%, 14, 3
> CCOC(=O)[C@H]1[C@H]2COc3ccc(OC)cc3[C@@H]2N2C(=O)CN(C)C(=O)[C@@]12C
    26%, 7%, 7%, 3%, 1%, 8%, ?, 1
> COc1ccc(C(O)c2ncc(C(F)(F)F)cc2Cl)cc1 (stereo not given)
    7%, 1%, 6%, 5%, 0%, 8%, -8, -5
> Cc1cccc(S(=O)(=O)N2CCC(CO)(Cc3ccccc3)CC2)c1
    8%, 13%, 4%, 3%, -17%, 8%, -15, -20
> Cc1nc2c3ccccc3n(Cc3ccccc3F)c2s1
    30%, 0%, 12%, -9%, ?, 6%, 39, 1
> COc1ccc(OCC(=O)Nc2cc(-c3cccc(Cl)c3)nn2-c2ccccc2)cc1
    3%, 11%, /, /, /, -11%, /, -6
> CCCCCCSc1cccc(-c2nc3ccccn3c2NCc2ccccc2)c1
    ?, -91%&-93%[inhibitor], 13%&7%, -61%&-47%[inhibitor], 9%&-9%, -69%&-93%[inhibitor], 178&47, 96*!
> CSCCC(N=C1NS(=O)(=O)c2ccccc21)C(=O)N1CCCC(C(N)=O)C1 (stereo not given)
    5%, -25%, -2%, 3%, -4%, 3%, -5, 7
> CN1C2CCC1CC(NC(=O)c1ccc(Cl)cc1)C2 (stereo not given)
    -5%, -1%, 13%, 1%, -5%, 6%, 4, 11
> Cc1ccc(CC2CC(=O)N(c3ccncc3)C2=O)cc1 (stereo not given)
    6%, ?, -12%, 0%, -6%, ?, 15, -7
> CC1CN(CCCCN2C(=O)c3ccccc3C2=O)CC(C)O1 (stereo not given)
    6%, -3%[9.22 µM], 9%, -1%, 4%, -9%, 1, -18

Remaining list, next part:
Second line of a record – FUS yeast rescue, TDP43 rescue, EPAC2 ag, aSyn yeast inh, EPAC2 antagonist, Abeta yeast res, DRD3 antagonist, DRD3 agonist
> O=C(Nc1ccc(F)cc1F)Nc1ccc(F)cc1F
    -11%, 1%, 2%, -1%, 1%, 22%, 5, 5
> O=C(Oc1ccc(Oc2ccccc2)cc1)N1CCC(O)CC1
    18%, 30%, 3%, 9%, -2%, 1%, -3, -8
> COc1cc(C)ccc1OCCCOc1c(Cl)cccc1Cl
    6%, 15%, -13%, -4%, -8%, 18%, 2, 2
> OC1(c2cccc(C(F)(F)F)c2)CCN(Cc2nnnn2Cc2ccccc2)CC1
    19%, -14%, 0%, 6%, -7%, 3%, 5, 6
> CC(C)(C)OC(=O)NCCCC[C@H](NC(=O)[C@H](Cc1c[nH]c2ccccc12)NC(=O)OCc1ccccc1)C(=O)O
    15%, ?, 8%, 3%, 4%, 7%, 2, 1
> CCOc1ccccc1N(CC(=O)NC1CCCCC1)S(=O)(=O)c1ccccc1
    8%, -22%, 16%, 14%, -13%, 5%, -2, -16
> Cn1cnc(C(F)(F)F)c1-c1ccc([N+](=O)[O-])cc1
    /, 16%, -7%, -9%, 11%, 0%, 11, -3
> CCC(C)Nc1nc(-c2c[nH]c3ccccc23)cs1 (stereo not given)
    24%, 4%, 9%, 0%, 2%, 14%, 2, 6
> Cc1ccc(/C(O)=C/C(=O)C(=O)NC23CC4CC(CC(C4)C2)C3)cc1
    5%, -31%[inhibitor], 8%, 4%, 3%, -31%, 0, 10
> O=C(NNC(=S)Nc1cccc(C(F)(F)F)c1)c1ccccc1Cl
    22%, 2%, -5%, -2%, -15%, ?, 6, 2
> O=C(COC(=O)c1c[nH]c(=O)[nH]c1=O)NCc1ccccc1
    8%, 6%, -5%, 3%, 3%, 10%, 0, -1
> c1ccc(-c2ccc3[nH]ccc3c2)cc1
    -9%, 13µM*, 21%, -27%, -19%, -2%, 0, 8
> C/C(=N\NC(=O)Nc1ccccc1)c1ccc2ccccc2c1
    4%, 4%, 3%, 4%, -1%, -9%, 11, 1
> O=C(CCn1nnc2ccccc2c1=O)N[C@H](C(=O)O)c1ccccc1
    8%, 0%, 1%, 2%, 1%, 14%, 10, 2
> CCOC(=O)N1CCc2c(sc(NCc3ccc(N(C)C)cc3)c2C(=O)Nc2ccc(OC)cc2)C1
    52%, 19%, /, /, /, -14%, /, 8
> CCCCn1c(CNC(=O)c2ccc(OC)cc2)nnc1SCC(=O)Nc1ccc(OC)cc1
    11%, 13%, /, /, /, 7%, /, 6
> O=C(C1CCN(c2nc3nonc3nc2N2CCCCC2)CC1)N1CCOCC1
    -3%, 10%, -3%, -1%, 6%, -5%, 1, -9
> Cc1nc(C(Cl)(Cl)Cl)nc2[nH]ccc(=O)c12
    5%, 20%, 6%, 0%, -1%, -21%, 16, 4

This is a subset; count on the stated rates, not on these rows.
